From PubChem BioAssay
TRPV1 agonist: HTS Assay for Compounds that Act as Agonists of the Vanilloid Receptor 1. activation, % at 8.33 µM. 320,000 compounds, 0.19% hits. AID 540275, 2011. TRPV1-expressing cells, Fluo-8 calcium influx, agonist mode. Transient receptor potential cation channel subfamily V member 1 (Homo sapiens), Q8NER1; in the data active means activation above about 80%; inconclusive means between about 30% and that limit; further: 0% is about no effect
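Cells expressing TRPV1 were dye-loaded with Fluo-8 and read kinetically: 10 s baseline, 3 min after compound (agonist portion), then 2 min after EC20 capsaicin (allosteric enhancer portion). Calcium-bound dye fluorescence at 480/520 nm.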
S-ASM inh: Inhibitors of Secretory Acid Sphingomyelinase (S-ASM): qHTS. Sphingomyelin phosphodiesterase (Homo sapiens), P17405. placental ASM, HMU-PC fluorogenic substrate, 60 min. Potency, µM (titrated, usually from 57.5 µM), inactives show at the top dose activity change, negative = inhibition, hits mostly inhibitors. 340,000 compounds, 0.006% hits. AID 504937, 2011; further: potency means the concentration at half of the fitted maximal effect
Target sequence (P17405 47-631 limits assumed): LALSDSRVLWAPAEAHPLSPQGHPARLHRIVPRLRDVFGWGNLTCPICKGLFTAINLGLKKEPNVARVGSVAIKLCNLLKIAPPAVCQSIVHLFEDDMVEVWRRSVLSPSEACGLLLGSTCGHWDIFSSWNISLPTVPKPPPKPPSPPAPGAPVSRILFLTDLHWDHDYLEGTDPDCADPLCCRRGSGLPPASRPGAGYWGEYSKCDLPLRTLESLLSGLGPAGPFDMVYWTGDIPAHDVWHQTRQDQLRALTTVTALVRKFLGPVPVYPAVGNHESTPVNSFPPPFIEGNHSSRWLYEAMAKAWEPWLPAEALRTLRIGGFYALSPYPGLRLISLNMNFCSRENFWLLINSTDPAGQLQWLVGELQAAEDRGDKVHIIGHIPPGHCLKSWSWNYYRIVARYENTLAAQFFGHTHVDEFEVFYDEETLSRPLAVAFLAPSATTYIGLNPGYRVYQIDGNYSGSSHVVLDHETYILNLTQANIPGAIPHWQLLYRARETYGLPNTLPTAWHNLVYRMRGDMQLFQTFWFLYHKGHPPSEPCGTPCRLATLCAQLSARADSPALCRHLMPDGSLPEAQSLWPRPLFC
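HMU-PC0 cleavage (9 uM final) by human placental ASM, 60 min at 37 °C following 10 min compound exposure at RT; stopped at pH 10, fluorescence Ex 386/Em 447 nm.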
CXXC DNA block: qHTS Fluorescence Polarization Assay for Inhibitors of MLL CXXC domain - DNA interaction. MLL-CXXC / FITC-HOXA9 DNA fluorescence polarization. Potency, µM (titrated, usually from 115 µM), for inactives: top-dose activity change, negative = inhibition, hits mostly inhibitors. 290,000 compounds, 0.037% hits; active means well fitted inhibition curve with a large enough effect in the polarisation, with a control signal flat, not every such curve was filed as active; inconclusive means small, poorly fitted or top-dose-only effect, or effect the other way, or a change in a side signal; inactive means no such curve, though single readings can be large or run the other way; the % refers to the polarisation; further: potency means the concentration at half of the fitted maximal effect
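Purified MLL-CXXC (added from a 7 uM solution) was preincubated 5 min at ambient with pinned compounds in 50 mM Tris-HCl pH 7.5, 50 mM NaCl, 1 mM DTT, 0.05% BSA. Fluorescein-labeled HOX-A9 DNA (50 nM solution) followed, 30 min, then polarization read.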
MBNL1 CUG block: qHTS Assay for Inhibitors of MBNL1-poly(CUG) RNA binding. Potency, µM (titrated, usually from 57.5 µM), for inactives: at the highest dose activity change, negative = inhibition, hits mostly inhibitors. 280,000 compounds, 0.036% hits. AID 2675, 2010. TR-FRET MBNL1-His/biotin-(CUG)12 binding, 665/545 ratio. Muscleblind-like protein 1 (Homo sapiens), Q9NR56; active means well fitted inhibition curve with a large enough effect in the signal ratio, with a control signal flat, not every such curve was filed as active; inconclusive means small, poorly fitted or top-dose-only effect, or effect the other way, or a change in a side signal; inactive means no such curve, though single readings can be large or run the other way; the % refers to the signal ratio; further: potency means the concentration at half of the fitted maximal effect; on the % scale 0 is the no-effect control and ±100 the full control effect
Target sequence (Q9NR56 whole entry, looked up): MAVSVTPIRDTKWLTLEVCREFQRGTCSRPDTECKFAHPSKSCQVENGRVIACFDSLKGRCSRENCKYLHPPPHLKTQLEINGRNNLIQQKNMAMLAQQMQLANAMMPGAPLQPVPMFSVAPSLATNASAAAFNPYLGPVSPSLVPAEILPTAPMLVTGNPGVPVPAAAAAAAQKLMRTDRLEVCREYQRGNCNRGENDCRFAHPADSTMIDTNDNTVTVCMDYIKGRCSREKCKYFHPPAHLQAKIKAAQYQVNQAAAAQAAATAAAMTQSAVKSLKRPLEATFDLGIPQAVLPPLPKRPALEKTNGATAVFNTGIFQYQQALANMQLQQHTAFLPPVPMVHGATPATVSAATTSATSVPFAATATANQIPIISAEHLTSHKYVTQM
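MBNL1-His + Biotin-(CUG)12, cpd titration 92 nM–58 uM; Tb anti-His Ab 0.055 ng/ul, SA-XL665 5 nM (final); 60 min RT; ratiometric 665/545 nm, Ex 340 nm; normalized to buffer and full-complex controls.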
KCNH2 3.1 block: qHTS for Inhibitors of KCHN2 3.1: Mutant qHTS; U2OS KCNH2 3.1, thallium flux FluxOr; active compounds read low; activity change, % (tested at about 1.8 µM); 340,000 compounds, 0.95% hits;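 active means maximum activity change below -70%; inconclusive means maximum activity change from -70% to -50%; inactive means maximum activity change above -50%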;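 further: thallium influx rate constant from kinetic fluorescence after stimulation buffer; on the % scale 0 is the no-effect control and ±100 the full control effect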
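FluxOr-based Tl+ influx in U2OS cells transduced with KCNH2 3.1 virus; rate constants normalized to DMSO controls.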
Coupling enz: qHTS Assay for Inhibitors of Fructose-1,6-bisphosphate Aldolase from Giardia Lamblia: Coupling assay counterscreen | activity change, negative = inhibition, % at 58.2 µM, hits read low | AID 2472, 2010 | coupling enzyme system counterscreen, AmpLite Red fluorescence | 290,000 compounds, 0.67% hits; in the data active means activity change below about -30%; further: on the % scale 0 is the no-effect control and ±100 the full control effect
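First, compound is pin-transferred into glyceraldehyde-3-phosphate coupling-enzyme reagent at 57.5 uM final and held 10 min at RT. Next, substrate, coupling system and AmpLite Red are added. After 20 min RT, fluorescence (525/598 nm) is read.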
GALK inh: qHTS Assay for Inhibitors of Human Galactokinase (GALK) | Purified GALK, Kinase-Glo residual ATP luminescence | 270,000 compounds, 0.007% hits | Potency, µM (top dose mostly 57.5 µM), inactives show top-dose activity change, negative = inhibition, most hits filed as inhibitors; further: potency means the concentration at half of the fitted maximal effect; on the % scale 0 is the no-effect control and ±100 the full control effect
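GALK at 5 nM final was combined with compound, 35 uM ATP and 100 uM galactose in HEPES pH8.0 with MgCl2 and DTT. The reaction ran one hour at room temperature before luminescent ATP detection.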
hERG WT inh: qHTS for Inhibitors of KCHN2 3.1: Wildtype qHTS | U2OS, BacMam KCNH2, thallium flux FluxOr; active compounds read low | 340,000 compounds, 0.37% hits | Voltage-gated inwardly rectifying potassium channel KCNH2 (Homo sapiens), Q12809 | activity change, % at 1.84 µM;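 active means maximum activity change below -70%; inconclusive means maximum activity change between -70% and -50%; inactive means maximum activity change above -50%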; further: on the % scale 0 is the no-effect control and ±100 the full control effect
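U2OS cells transduced with wild-type KCNH2 virus are loaded with FluxOr dye for 45 min, and thallium flux is measured in kinetic reads before and after stimulation buffer. Rate constants are normalized to DMSO controls.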
A-T KAP1 phos: qHTS Assay for Identifying a Potential Treatment of Ataxia-Telangiectasia | […] A-T fibroblasts, KAP-1 phosphorylation AlphaLISA; neocarzinostatin DNA damage 30 min before lysis | Potency, µM (titrated, usually from 57.5 µM), for the others: at the highest dose activation, actives largely listed as activators | 320,000 compounds, 0.19% hits | AID 485349, 2010; further: potency means the concentration at half of the fitted maximal effect; % of control where 0% means no effect; nearly all actives have a fitted effect of over 45% in size
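hTERT-immortalized A-T patient fibroblasts ([…]), 500 cells/well in OPTI-MEM, 1% FBS, got compounds for 60 min, then NCS for 30 min at 37C. Lysates were then assayed for phospho-KAP-1 by AlphaLISA (anti-pKAP1 donor, anti-KAP1 acceptor beads), 6 hr at 25C.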
a7 integrin act: qHTS for Activators of Integrin-Mediated Alleviation for Muscular Dystrophy; alpha7betagal myoblasts, beta-gal FDG fluorescence, 48 h; AID 624291, 2012; Potency, µM (series often up to 38.3 µM), for inactives: top-dose activation, hits mostly activators; 350,000 compounds, 0.064% hits;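 further: potency means the concentration at half of the fitted maximal effect; 100% = response of the positive control SU9516; nearly all actives have a fitted effect of over 60% in size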
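Alpha7betagal+/- myoblasts (passage 13) were plated 16-24 hr, then exposed to compounds (1:260 dilution of DMSO stock) for 48 hours at 37C. After MPER lysis, β-galactosidase reporter activity was read as FDG fluorescence (ex 480/em 540) after 30 minutes.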
The depositor's hits bear a star; i = inactive; u = inconclusive; x = no result given; [ ] = remark or other dose. Unless noted, the call rests on the fitted dose curve; in most records, active means well fitted curve in the direction sought with a large enough effect; inconclusive means small, poorly fitted or top-dose-only effect, or another doubt; inactive means no such curve, though single readings can be large; an effect the other way counts as inactive or inconclusive.

1	CCn1c(=O)c2c(nc(SCC(=O)N3CCC(C)CC3)n2C)n(C)c1=O
2	O=C(CNCc1ccc(Cl)cc1)Nc1ccc2c(c1)OCCO2
3	CCCC(=O)N1CCCC(c2nc(-c3cccs3)no2)C1 (configuration not stated)
4	CN(C)C(=S)Nc1cccc(F)c1
5	CC(=O)c1ccc(OCC(=O)OCC(=O)N(CC(C)C)c2c(N)n(Cc3ccccc3)c(=O)[nH]c2=O)cc1
6	Cc1ccc(C2=NN(CC(=O)O)C(=O)CC2)cc1
7	COc1ccc(C/C(=N\O)c2ccc(OC)cc2)cc1
8	OC1=C(O)c2nc3cc(F)ccc3nc21
assay / compound	1	2	3	4	5	6	7	8
TRPV1 agonist	-2	6	-1	0	5	0	-1	3
S-ASM inh	-3%	-2%	-1%	1%	-1%	10%	-6%	-7%
CXXC DNA block	5%	8%	3%	-5%	x	0%	-1%	8%
MBNL1 CUG block	1%	x	0%	-4%	x	1%	-1%	u
KCNH2 3.1 block	12	-25	2	0	4	-24	-3	-2
Coupling enz	0	1	-2	0	x	0	1	2
GALK inh	1%	-1%	-4%	0%	x	0%	-1%	-1%
hERG WT inh	-2	7	0	3	6	12	4	4
A-T KAP1 phos	-2%	0%	-3%	-5%	-1%	18%	3%	30%
a7 integrin act	-2%	-5%	-13%	20%	0%	0%	18%	5%

9	CN(C)/C=C1/Nc2ccccc2C1=O
10	CCc1cc(C(c2ccc(F)cc2)N2CCOCC2)c(NC(=O)c2ccccc2)s1 (configuration not stated)
11	CCn1c2ccccc2c2cc(/C=N/NC(=O)c3ccc(O)cc3)ccc21
12	COCCn1c(C)cc(C(=O)COC(=O)c2ccc(N3CCCC3=O)cc2)c1C
13	COc1ccc(CNCC(=O)Nc2cccc(S(N)(=O)=O)c2)cc1
14	COc1ccccc1NC(=O)CSc1nnnn1Cc1ccccc1
15	Cc1ccnc(NC(=O)c2cccc(S(=O)(=O)N3CCCc4ccccc43)c2)c1
16	Cc1cc(Nc2cc(C)on2)n2ncnc2n1
assay / compound	9	10	11	12	13	14	15	16
TRPV1 agonist	0	u	u	-4	2	0	17	0
S-ASM inh	3%	-3%	25%	4%	-4%	-2%	-1%	1%
CXXC DNA block	-13%	7%	7%	4%	3%	4%	x	2%
MBNL1 CUG block	u	10%	u	-3%	-9%	0%	x	-10%
KCNH2 3.1 block	3	-3	-3	-4	6	3	-6	11
Coupling enz	-31*	x	-1	1	-2	0	x	-2
GALK inh	2%	-2%	2%	0%	2%	0%	x	-1%
hERG WT inh	1	-4	-2	4	-3	2	3	-3
A-T KAP1 phos	4%	-1%	0%	-14%	7%	10%	8%	-6%
a7 integrin act	-16%	-56%[inhibitor]	8%	-30%	1%	-8%	-24%	-4%

17	CCCc1nnc(NC(=O)CS(=O)(=O)c2ccc(C)cc2)s1
18	Cc1cccc(OCC(O)CN2CCNCC2)c1 (configuration not stated)
19	COc1ccc(/C=N/Nc2nc(N)cc(Cl)n2)cc1OC
20	CC(C)n1c(=S)[nH]c2c1c(=O)[nH]c(=O)n2C
21	O=C(CN1C(=O)C2CC=CCC2C1=O)OCc1cc(=O)n2cc(Br)ccc2n1 (configuration not stated)
22	Cc1ccc(NC(=O)Cn2cc(C=O)c3ccccc32)cc1C
23	CCCC(C)C(=O)Nc1ccc(Cl)cc1Cl (configuration not stated)
24	Cc1ccc(NC(=O)CN(C)C(=O)c2cc(C)on2)cc1
assay / compound	17	18	19	20	21	22	23	24
TRPV1 agonist	3	2	1	-5	1	-8	4	0
S-ASM inh	0%	-3%	5%	3%	0%	-2%	4%	2%
CXXC DNA block	-9%	-5%	u	5%	0%	10%	-5%	x
MBNL1 CUG block	-1%	-6%	u	5%	21%	8%	-9%	x
KCNH2 3.1 block	-2	37	-33	-13	-16	-34	-10	-1
Coupling enz	-1	0	0	4	4	-4	-1	x
GALK inh	7%	-4%	3%	0%	5%	-2%	-1%	x
hERG WT inh	8	-4	-9	-2	4	-3	-17	-18
A-T KAP1 phos	3%	15%	-1%	-14%	-2%	3%	x	-5%
a7 integrin act	11%	36%	-28%	-7%	11%	10%	-9%	-17%

3 compounds drawn at random from those above, as already listed:
24	Cc1ccc(NC(=O)CN(C)C(=O)c2cc(C)on2)cc1
8	OC1=C(O)c2nc3cc(F)ccc3nc21
18	Cc1cccc(OCC(O)CN2CCNCC2)c1 (configuration not stated)
assay / compound	24	8	18
TRPV1 agonist	0	3	2
S-ASM inh	2%	-7%	-3%
CXXC DNA block	x	8%	-5%
MBNL1 CUG block	x	u	-6%
KCNH2 3.1 block	-1	-2	37
Coupling enz	x	2	0
GALK inh	x	-1%	-4%
hERG WT inh	-18	4	-4
A-T KAP1 phos	-5%	30%	15%
a7 integrin act	-17%	5%	36%

Continued:
25	c1ccn2cc(CSc3nnc4ccccn34)nc2c1
26	Oc1cccc(Nc2nc(-c3ccccc3Cl)nc3ccccc23)c1
27	OCC1CCCN(C(=S)Nc2ccc(Nc3ccccc3)cc2)C1 (configuration not stated)
28	CCC(C)C(NC(=O)OCc1ccccc1)C(=O)OCN1C(=O)c2ccccc2C1=O (configuration not stated)
29	O=C(Cn1cc2c(n1)CCCC2)NCCCN1CCCC1
30	Cc1ccc(-n2ncc3c(=O)n(CC(=O)N4CCCCCC4)cnc32)cc1
31	COc1ccc(OC)c(C(=O)NC(CC(N)=O)c2ccc(N3CCC(N4CCCCC4)CC3)c([N+](=O)[O-])c2)c1 (configuration not stated)
32	CNC(=O)/C(C#N)=C/c1c(N2CCN(c3ccc(OC)cc3)CC2)nc2c(C)cccn2c1=O
assay / compound	25	26	27	28	29	30	31	32
TRPV1 agonist	0	u	6	6	2	4	1	15
S-ASM inh	2%	-8%	6%	-9%	6%	6%	-2%	i
CXXC DNA block	3%	11%	-9%	-5%	5%	-16%	4%	u
MBNL1 CUG block	-1%	1%	0%	16%	-1%	-4%	u	u
KCNH2 3.1 block	1	-6	7	-1	2	6	17	-4
Coupling enz	2	0	3	x	1	1	3	-1
GALK inh	1%	x	-1%	-4%	3%	3%	x	-2%
hERG WT inh	-2	-5	-2	54	-8	8	12	5
A-T KAP1 phos	15%	4%	3%	-1%	12%	3%	-4%	-20%
a7 integrin act	13%	u	-39%	21%	3%	-9%	22%	-4%

Structural class, those above with an NH in an aromatic ring.
5	CC(=O)c1ccc(OCC(=O)OCC(=O)N(CC(C)C)c2c(N)n(Cc3ccccc3)c(=O)[nH]c2=O)cc1
20	CC(C)n1c(=S)[nH]c2c1c(=O)[nH]c(=O)n2C
assay / compound	5	20
TRPV1 agonist	5	-5
S-ASM inh	-1%	3%
CXXC DNA block	x	5%
MBNL1 CUG block	x	5%
KCNH2 3.1 block	4	-13
Coupling enz	x	4
GALK inh	x	0%
hERG WT inh	6	-2
A-T KAP1 phos	-1%	-14%
a7 integrin act	0%	-7%

Other results follow:
33	COCCNc1nc(N)c([N+](=O)[O-])c(N2CCCCCC2)n1
34	COc1ccc2c(C)cc(SCC(=O)NC3CCCCC3)nc2c1
35	O=[N+]([O-])c1ccc(SCc2ccco2)cc1N1CCOCC1
36	Cc1cccc(NC(=S)NC2CC3CCCC(C2)N3CC(C)C)c1C (configuration not stated)
37	COC1=CC2(O)CCCC2=CC1=O (configuration not stated)
38	O=C(COC(=O)CCNS(=O)(=O)c1ccccc1)NC1CC1
39	O=C(N/N=C/c1ccccc1)c1[nH]c2ccc(Br)cc2c1-c1ccccc1
40	CCOC(=O)C1CCCN(C(=O)c2ccc(Cl)cc2)C1 (configuration not stated)
assay / compound	33	34	35	36	37	38	39	40
TRPV1 agonist	1	x	4	-2	-1	x	u	3
S-ASM inh	-5%	3%	-4%	0%	1%	-2%	-22%	5%
CXXC DNA block	3%	x	11%	-4%	-2%	x	4%	4%
MBNL1 CUG block	-1%	x	u	-9%	0%	x	-1%	-5%
KCNH2 3.1 block	22	26	-32	0	7	1	-17	4
Coupling enz	3	x	-1	1	0	x	-2	-1
GALK inh	5%	x	4%	3%	x	x	0%	-1%
hERG WT inh	5	6	3	9	5	-13	-5	-6
A-T KAP1 phos	-12%	3%	1%	x	-1%	1%	2%	8%
a7 integrin act	3%	22%	u	-21%	-7%	-19%	10%	0%
